# RXFP1 ag = agonists of human relaxin receptor RXFP1; Q9HBX9; HEK293T-RXFP1 cAMP TR-FRET, 30 min; response scale: percent of porcine relaxin response, buffer zero; Potency, µM (highest dose often 57.5 µM), for inactives: at the top dose activation, usual class: activators; 370,000 compounds, 0.3% hits; AID 2676; note: % is set by controls: 0 for no effect and ±100 for the full control effect; nearly all actives have a fitted effect of over 60% in size; many of its hits are not listed in these tables
#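 HEK293T cells stably expressing RXFP1 were pretreated with the PDE4 inhibitor Ro 20174, exposed to compounds for 30 min at 37C, lysed, and cAMP was read by TR-FRET. Data normalized to buffer (basal) and 29 nM porcine relaxin (100%).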
# TrxR1 substrate = is turned over as a substrate by rat TrxR1 | 390,000 compounds, 0.01% hits | purified TrxR1 substrate turnover, NADPH consumption readout | Potency, µM (titrated, usually from 114 µM), inactives show at the top dose activity change, negative = substrate turnover | O89049; note: % is set by controls: 0 for no effect and ±100 for the full control effect; nearly all actives have a fitted effect of over 50% in size
#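 Rat TrxR1, dispensed at 90 nM, was prereduced with 400 uM NADPH (final) for 5 min at ~22 deg C, then incubated with compound 15 min before 400 uM selenite. A first-read NADPH fluorescence drop versus no-compound background flagged substrates.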
# mIDH1 inhibitor = inhibitors of human mutant IDH1 R132H; O75874; IDH1-R132H enzyme, NADPH consumption, diaphorase/resazurin fluorescence; Potency, µM (highest dose often 76.6 µM), without a hit: top-dose activity change, negative = inhibition, hits mostly inhibitors; 390,000 compounds, 0.093% hits; note: % is set by controls: 0 for no effect and ±100 for the full control effect; nearly all actives have a fitted effect of over 65% in size
#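 IDH1-R132H (0.5 ug/mL dispensed) in pH 7.5 Tris buffer was preincubated 30 min with compound, then given a substrate mix of 0.016 mM NADPH and 2 mM alpha-KG for 80 min at room temperature; remaining NADPH was read by diaphorase/resazurin fluorescence.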
# USP1 inh = blocks the human USP1/UAF1 deubiquitinase complex; recombinant USP1/UAF1, Ub-Rhodamine cleavage fluorescence; Potency, µM (top dose mostly 57.1 µM), for the others: top-dose activity change, negative = inhibition, actives largely listed as inhibitors; 390,000 compounds, 0.23% hits; AID 743255; note: % is set by controls: 0 for no effect and ±100 for the full control effect; nearly all actives have a fitted effect of over 60% in size; inactives centre near -12
# Target sequence (O94782 whole entry, looked up): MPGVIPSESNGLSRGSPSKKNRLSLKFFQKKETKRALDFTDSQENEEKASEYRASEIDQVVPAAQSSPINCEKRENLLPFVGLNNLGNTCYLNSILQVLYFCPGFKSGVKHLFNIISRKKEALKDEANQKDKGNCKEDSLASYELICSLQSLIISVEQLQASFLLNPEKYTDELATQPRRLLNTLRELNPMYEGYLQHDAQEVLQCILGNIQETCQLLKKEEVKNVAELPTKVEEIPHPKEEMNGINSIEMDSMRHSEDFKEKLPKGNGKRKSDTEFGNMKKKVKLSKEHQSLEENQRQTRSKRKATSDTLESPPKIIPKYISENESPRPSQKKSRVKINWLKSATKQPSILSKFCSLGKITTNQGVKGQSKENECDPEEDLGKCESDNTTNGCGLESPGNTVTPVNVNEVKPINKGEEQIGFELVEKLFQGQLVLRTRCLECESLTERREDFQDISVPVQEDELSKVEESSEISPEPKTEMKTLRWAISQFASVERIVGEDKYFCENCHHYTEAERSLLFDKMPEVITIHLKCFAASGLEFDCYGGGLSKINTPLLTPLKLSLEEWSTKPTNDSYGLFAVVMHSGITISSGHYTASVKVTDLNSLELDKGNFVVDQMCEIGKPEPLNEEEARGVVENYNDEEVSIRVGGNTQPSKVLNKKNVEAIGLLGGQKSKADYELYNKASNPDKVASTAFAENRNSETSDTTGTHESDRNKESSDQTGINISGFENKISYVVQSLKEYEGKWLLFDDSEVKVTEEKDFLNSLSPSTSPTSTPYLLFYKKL
#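 Step one: compound is pinned into 1nM USP1/UAF1 in HEPES pH 7.8 buffer with TCEP. Step two: 15 min room-temperature incubation. Step three: Ub-Rho (150nM final) starts cleavage, tracked by fluorescence over six one-minute reads.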
# TrxR1 inh = rat TrxR1 inhibition. O89049. 390,000 compounds, 1% hits. Potency, µM (doses to about 114 µM), inactives show at the top dose activity change, negative = inhibition, most hits filed as inhibitors. AID 588453. recombinant rTrxR1, NADPH fluorescence consumption, selenite substrate; note: % is set by controls: 0 for no effect and ±100 for the full control effect; nearly all actives have a fitted effect of over 65% in size
#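 Rat TrxR1 (90 nM in the dispensed reagent) was pre-reduced with 400 uM NADPH for 5 min at room temperature, then incubated with compound for 15 min. After 400 uM selenite was added, NADPH fluorescence (Ex 340/Em 450 nm) was followed for 8 min.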
# 12-LOX inh = blocks human arachidonate 12S-lipoxygenase | P18054 | purified 12hLO, xylenol orange hydroperoxide absorbance | Potency, µM (top dose mostly 108 µM), for inactives: at the top dose activity change, negative = inhibition, actives largely listed as inhibitors | 580,000 compounds, 1.1% hits | AID 1671190; note: % is set by controls: 0 for no effect and ±100 for the full control effect
#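 Purified human 12hLO at 150 nM in 25 mM Hepes, 0.01% Triton X-100, pH 7.0, preincubated 15 min at room temperature with compound. Reaction started with 40 uM arachidonic acid, 30 min at room temperature. Hydroperoxide measured by Fe-xylenol orange, 573/405 nm absorbance ratio.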
# RGS4 inhibitor = human RGS4 inhibition | 390,000 compounds, 0.039% hits | Transcreener GDP fluorescence polarization, RGS4-accelerated GTP hydrolysis | AID 504845 | Potency, µM (highest dose often 114 µM), inactives show top-dose activity change, negative = inhibition, hits mostly inhibitors; note: % is set by controls: 0 for no effect and ±100 for the full control effect; nearly all actives have a fitted effect of over 75% in size; some results filed as inactive show a strong effect at the top dose
# Target sequence (P49798 whole entry, looked up): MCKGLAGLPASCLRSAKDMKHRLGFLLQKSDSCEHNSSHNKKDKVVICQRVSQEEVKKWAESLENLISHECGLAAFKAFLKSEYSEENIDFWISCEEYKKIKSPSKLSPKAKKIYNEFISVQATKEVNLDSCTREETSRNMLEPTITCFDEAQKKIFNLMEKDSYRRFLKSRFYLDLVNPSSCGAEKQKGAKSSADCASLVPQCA
#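 MLSMR compounds (23 nl, pin-transferred) preincubated 10 min at room temperature with a 500nM (2x) first reagent, then RGS4 at 900nM (2x) plus Transcreener GDP mix added; fluorescence polarization (620/688 nm) read before and after 90 min at 30 °C.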
# Vif-A3F inh = inhibitors of Vif-A3F interaction | HeLa A3F-eYFP + Vif (tagged APOBEC3F with the HIV-1 protein that degrades it), YFP fluorescence increase | Potency, µM (doses to about 46.1 µM), for inactives: at the highest dose activity, negative = active | 390,000 compounds, 0.2% hits | AID 602313; note: % of control where 0% means no effect; nearly all actives have a fitted effect of over 65% in size
#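 Fluorescence increase (Ex 488/Em 500-530) after overnight compound treatment at 37 deg C flags inhibition of Vif-driven A3F-eYFP loss in stable HeLa A3F-eYFP/Vif cells seeded overnight beforehand.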
# Vif-APOBEC3G blk = Vif-A3G binding inhibition; Q9HC16; HeLa A3G-eYFP + Vif (tagged APOBEC3G with the HIV-1 protein that degrades it), YFP fluorescence, overnight; Potency, µM (series often up to 46.1 µM), without a hit: at the highest dose activity, negative = active, most hits filed as inhibitors; 410,000 compounds, 0.076% hits; AID 602310;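 note: % is set by controls: 0 for no effect and ±100 for the full control effect; nearly all actives have a fitted effect of over 60% in size; hits raise eYFP signal because A3G escapes Vif-driven loss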
#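 Read-out is eYFP fluorescence (Ex 488/Em 500-530) from Vif-expressing HeLa A3G-eYFP cells; more signal means A3G escaped Vif-mediated degradation. Cells plated overnight, compound pinned in, incubated overnight at 37 deg C.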
# An asterisk follows results filed as active; ? = inconclusive; · = no result given; [ ] = dose if it differs, or a comment. Calls come from the whole dose curve; as a rule, active = well fitted curve in the direction sought with a large enough effect; inconclusive = small, poorly fitted or top-dose-only effect, or another doubt; inactive = no such curve, though single readings can be large; an effect the other way counts as inactive or inconclusive. Potency is the fitted concentration of half-maximal effect. Not all compounds are listed; count on the stated rates, not on these rows.
mol,RXFP1 ag,TrxR1 substrate,mIDH1 inhibitor,USP1 inh,TrxR1 inh,12-LOX inh,RGS4 inhibitor,Vif-A3F inh,Vif-APOBEC3G blk
O=C(NC(=S)N1CCN(c2nc(-c3ccccc3)cs2)CC1)c1cncc(Br)c1,4.0%,-2%,-5%,-24%,-8%,-20%,-44%,-4%,-3%
Cc1c(Cl)cc(C(C)C)c(O)c1CN1CCOCC1,·,4%[57.1 µM],1%,-5%,-9%[57.1 µM],8%,-13%,11%,-3%
Cc1ccc(CNC(=O)c2cc3sccc3n2Cc2ccc(Cl)cc2)cc1,2.0%,-4%,0%,-1%,11%,-12%,23%,-3%,-3%
C#CCNS(=O)(=O)c1ccc(F)cc1Br,·,7%,16%,-19%,2%,6%,-4%,-2%,2%
COc1cccc(C(=O)Nc2ccc(C)cc2)c1,-0.8%,-5%,8%,-8%,8%,8%,2%,2%,4%
COc1ccc(NC(=O)CCCCCN2C(=O)[C@@H]3Cc4ccccc4CN3C2=O)cc1Cl,2.0%,2%,0%,-31%,13%,-3%,-20%,-1%,-1%
COc1ccccc1N1CCN(C(=O)CSc2ccc3c(C)cc(C)nc3n2)CC1,0.9%,-8%,-3%,-7%,-13%,0%,0%,4%,2%
Cc1[nH]nc2c1C(c1cccc(O)c1)C1=C(CC(C)(C)CC1=O)N2 (configuration not stated),8.0%,34%[57.1 µM],-3%,2%,0%[57.1 µM],0%,16%,-3%,-1%
CS(=O)(=O)c1ccc2nc(NC(=O)c3ccc(N4CCCC4=O)cc3)sc2c1,?,11%,-6%,-5%,6%,0%,-5%,2%,1%
COc1ccc(CNC(=O)CN2CCN(C(c3ccccc3)c3ccccc3)CC2)cc1,0.6%,-3%,0%,-6%,18%,?,-6%,-9%,7%
O=C(CSc1ncc(-c2ccc(F)cc2)[nH]1)N1CCCCC1,1.9%,10%,6%,-7%,17%,?,17%,-2%,0%
Cc1cccc(NC(=O)c2cccc(C(=O)Nc3cccc(C)c3)c2)c1,?,29%,13%,0%,36%[activator],31%[activator],5%,11%,-1%
CC1(C)CC(=O)c2cc(OCC(=O)O)ccc2O1,3.0%,170%[activator],-1%,-13%,42%[activator],-1%,3%,-6%,1%
Cc1cc(C)c(S(=O)(=O)N2CCCC2=O)c(C)c1N(C)S(C)(=O)=O,-0.2%,5%,1%,-5%,12%,6%,-2%,4%,-1%
COc1ccc(C2CC(C(F)(F)F)n3ncc(C(=O)NCC4CCCO4)c3N2)cc1OC (configuration not stated),3.8%,13%[57.1 µM],-2%,-4%,1%[57.1 µM],26%,18%,4%,-5%
O=C(O)c1ccc(N=N/C(=N\Nc2ccc(C(=O)O)cc2)c2ccccc2)cc1,-2.9%,-5%[57.1 µM],3%,?,2%[57.1 µM],13%,11%,0%,-1%
COc1ccc(-c2cc3nc(N)cc(=O)n3[nH]2)cc1,3.9%,15%,9%,-25%,6%,-10%,-12%,-3%,-11%
O=C(CSc1nc(O)cc(=O)n1-c1ccccc1)Nc1ccc(Br)cn1,3.8%,-15%,-2%,-6%,-22%,?,-12%,-1%,-5%
CN(c1ccccc1)c1cc(=O)[nH]c(=O)[nH]1,1.8%,5%[57.1 µM],12%,0%,-2%[57.1 µM],2%,7%,10%,1%
CC(C)CNC(=O)c1ccccc1NC(=O)CN(c1ccccc1)S(=O)(=O)N(C)C,-1.3%,-3%,-4%,-11%,8%,11%,8%,0%,-4%
Cc1cc(Cl)nc(SCC(=O)c2ccccc2)n1,2.6%,-8%,-5%,-12%,-8%,86%[activator],9%,1%,-8%
CC(C)C(=O)COc1c2occc2cc2ccc(=O)oc12,·,9%,5%,?,4%,11%,-6%,-5%,-2%
Cc1ccc(C=Nc2ccccc2C(N)=O)s1,3.4%,117%[activator],-7%,-15%,-24%,-6%,27%,-26%,?
O=C(O)CNC(=O)/C(=C\c1cccc([N+](=O)[O-])c1)NC(=O)c1ccco1,-3.7%,2%,0%,-22%,6%,-10%,-12%,6%,0%
O=S(=O)(c1ccccc1)N1CCN(c2ccnc3cc(Cl)ccc23)CC1,1.3%,-3%[57.1 µM],-1%,-11%,10%[57.1 µM],-6%,-11%,6%,-7%
Cc1[nH]c(=O)c(Cc2ccccc2)c(O)c1C#N,·,6%[57.1 µM],11%,-9%,8%[57.1 µM],418%[activator],-12%,17%,0%
COC(=O)C1CCN(CC(=O)Nc2ccc3c(c2)OCCO3)CC1,·,3%[57.1 µM],-2%,9%,-3%[57.1 µM],-1%,-4%,-8%,-1%
CCOc1ccc(CNS(=O)(=O)c2ccc3c(c2)CC(=O)N3C)cc1,9.5%,4%,1%,-20%,26%,-12%,-6%,1%,0%
N/C(=N\OC(=O)c1cccc2ccccc12)c1ccc(Br)cc1,-1.2%,4%,6%,-22%,20%,6%,-11%,-31%,-8%
C=CCc1ccccc1OCCn1nnc2ccccc21,0.3%,1%,14%,-20%,13%,-2%,-10%,0%,0%
C=CCSc1nccc(-c2nn(-c3ccc(C)cc3)ccc2=O)n1,6.6%,8%,1%,-21%,-14%,?,6%,-13%,?
Cc1nnc(NC(=O)CSc2nc(C3CCCCC3)nc3ccccc23)s1,12%,9%[57.1 µM],2%,-6%,20%[57.1 µM],1%[57.4 µM],8%,-4%,2%
CCCCn1nc2cc(C(=O)NCc3ccccc3)ccc2c1OCC,5.0%,78%,12%,-2%,-5%,?,1%,4%,-6%
O=C(N=C1SC2CS(=O)(=O)CC2N1c1cccc(Cl)c1)C1CCCO1 (configuration not stated),0.3%,4%,-6%,-4%,15%,4%,0%,1%,2%
Cc1c(C)c2ccc(O[C@@H]3O[C@H](CO)[C@H](O)[C@H](O)[C@H]3O)c(C)c2oc1=O,2.8%,56%[activator],-6%,-13%,18%,-6%,-11%,16%,0%
Nc1ccn([C@@H]2O[C@H](CNC(=O)[C@@H](Cc3cccnc3)NC=O)[C@@H](O)[C@H]2O)c(=O)n1,·,·,2%,-1%,·,0%,·,-11%,-1%
COc1ccccc1N1CCN(C2CCCN(C(=O)CCN3CCCCO3)C2)CC1 (configuration not stated),1.2%,2%,-1%,-10%,-4%,23%,19%,3%,1%
COc1ccc2c(=O)c(C(=O)NCc3ccccc3)c[nH]c2c1,-1.7%,-5%,0%,-23%,7%,-12%,-19%,1%,0%
CC1CCN(CC(=O)Nc2nc(-c3ccccc3)cs2)CC1,-0.9%,7%,1%,-19%,20%,0%,-11%,8%,0%
O=C1c2ccccc2NC2CCCCCN12 (configuration not stated),3.8%,97%[activator],4%,-8%,-21%,-7%,-8%,0%,-6%
COc1ccc(-c2c(NC(=O)C(C)C)n(C)c3ccccc3c2=O)cc1,-2.3%,62%[activator],-1%,-8%,?,-9%,1%,-1%,1%
COC(=O)CN1C(=O)S/C(=C/c2ccc(N3CCCCC3)o2)C1=O,-0.5%,-15%,10%,28µM*,3.5µM*,45µM*,?,?,13%
Cc1cnc(C(=O)OCC(=O)c2c[nH]c3ccccc23)cn1,1.5%,-6%,0%,-21%,6%,170%[activator],-19%,2%,2%
CC(OC(=O)Cn1[nH]c(=O)c2ccccc2c1=O)C(=O)c1ccccc1 (configuration not stated),0.9%,-2%,-7%,-4%,7%,-21%,5%,-8%,1%
CC(C(=O)NCCc1nc2ccccc2[nH]1)n1cc([N+](=O)[O-])cn1 (configuration not stated),0.8%,-16%,-3%,-10%,-16%,-7%,-10%,11%,-4%
COCCNC(=O)c1ccccc1-c1nc(-c2ccccc2OC)no1,0.6%,12%[57.1 µM],8%,-5%,21%[57.1 µM],4%,9%,-4%,-3%
CC(NC(=O)CSc1nnc(CC(=O)Nc2ccc(Cl)c(Cl)c2)n1C)c1ccccc1 (configuration not stated),1.6%,0%,4%,4%,2%,-19%,-7%,-6%,1%
COc1cc(C(C(=O)NC2CCCCC2)N(Cc2ccco2)C(=O)c2cnccn2)cc(OC)c1OC (configuration not stated),0.4%,-2%[57.1 µM],8%,0%,10%[57.1 µM],-11%,-10%,4%,-5%
O=C(CN1CCOCC1)N/N=C/c1ccccc1,-1.1%,8%[57.1 µM],21%,-28%,18%[57.1 µM],296%[activator],19%,-4%,4%
Cn1c(SCC(=O)N2CCCCCC2)nc2c([nH]c3ccccc32)c1=O,0.2%,14%,-1%,0%,13%,-2%,6%,·,0%
COc1cc(CNCCCO)ccc1OCC(=O)NC(C)(C)C,-2.1%,3%[57.1 µM],2%,?,16%[57.1 µM],0%,-44%,3%,1%

# Some entries already given, limited to TrxR1 inh and USP1 inh.
Molecule | TrxR1 inh | USP1 inh
CC(OC(=O)Cn1[nH]c(=O)c2ccccc2c1=O)C(=O)c1ccccc1 (configuration not stated) | 7% | -4%
CC(C(=O)NCCc1nc2ccccc2[nH]1)n1cc([N+](=O)[O-])cn1 (configuration not stated) | -16% | -10%

# Screening data (PubChem)
